OXTR ag – human OXTR agonists, primary screen, fluorescence, CHO-OTR cells, Fluo-8 calcium. Oxytocin receptor (Homo sapiens), P30559. Fluo-8 calcium fluorescence; normalized: DMSO 0%, oxytocin 100%. activation, % at 3 µM. actives 0.32% (n = 320,000);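 active = activation above the mean of all tested compounds plus 3 SD, cutoff set per screening run, cut at about 20% in these data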;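 also: peak over basal fluorescence ratio from a 100 s FLIPR kinetic read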
Target sequence (P30559 whole entry, looked up): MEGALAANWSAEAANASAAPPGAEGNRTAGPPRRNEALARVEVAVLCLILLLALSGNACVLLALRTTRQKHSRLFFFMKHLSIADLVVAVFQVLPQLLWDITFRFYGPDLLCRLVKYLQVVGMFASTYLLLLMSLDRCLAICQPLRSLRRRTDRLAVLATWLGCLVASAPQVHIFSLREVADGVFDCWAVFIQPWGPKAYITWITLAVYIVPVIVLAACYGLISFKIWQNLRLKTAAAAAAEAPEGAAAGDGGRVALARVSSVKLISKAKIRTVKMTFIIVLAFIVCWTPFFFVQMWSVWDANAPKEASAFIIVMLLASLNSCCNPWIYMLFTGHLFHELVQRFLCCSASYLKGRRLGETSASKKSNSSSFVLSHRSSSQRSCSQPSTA
Numbers without * were called inactive.

SMILES	OXTR ag
Cc1cc(C)c(C)c(S(=O)(=O)Nc2cccc(S(=O)(=O)Nc3ccccc3C(=O)O)c2)c1C	1.1
CCc1nnc(NC(=O)CSc2nc3[nH]c(=O)cc(O)c3s2)s1	0.9
CCN(CC)S(=O)(=O)c1ccc(C(=O)NNC(=O)c2csc(N3CCOCC3)n2)cc1	0.2
Cc1ccc(S(=O)(=O)N2CCCCC2)cc1C(=O)N1CCCCCC1	1.6
CC(NC(=O)COC(=O)C12CC3CC(CC(Br)(C3)C1)C2)c1ccccc1 (stereo not given)	-1.6
O=C(c1ccccc1)c1cccc(C(=O)c2ccccc2)c1	-1.1
Cc1ccc(S(=O)(=O)N(C)C)cc1NC(=O)C(C)OC(=O)C1CCC1 (stereo not given)	1.1
CCn1ccc2c(OCC(=O)NCCc3ccc(OC)c(OC)c3)cccc2c1=O	-1.5
Cc1ccc(NC(=O)c2cnc(SCC(=O)NCC3CCCO3)n(C)c2=O)cc1C (stereo not given)	1.4
Cc1nc(SCc2nc3ccc(Cl)cc3[nH]2)c2oc3ccccc3c2n1	-1.0
O=c1cc(-c2ccc(O)cc2)oc2c(-c3c(O)cc(O)c4c(=O)cc(-c5ccc(O)cc5)oc34)c(O)cc(O)c12	0.0
Cc1cccc(Nc2nnc(SCC(=O)c3c(N)n(C4CC4)c(=O)[nH]c3=O)s2)c1C	-0.4
CC(=O)NCCc1ccc(C(=O)COC(=O)c2cc(C)oc2C)cc1	0.8
CC1(c2ccc([N+](=O)[O-])cc2)NC(=O)N(CC(=O)c2ccc3c(c2)OCO3)C1=O (stereo not given)	34.0*
CC(C)(C)OC(=O)C[C@@H]1C/C=C\C[C@H](CC(=O)N[C@H](CO)Cc2ccccc2)C(=O)N[C@H](C(C)(C)C)COC1=O	0.1
Cc1ccccc1C#N	1.0
O=C(OC1CCCCC1=O)c1cccc(S(=O)(=O)N2CCOCC2)c1 (stereo not given)	-0.7
O=[N+]([O-])c1ccc(Cl)c(S(=O)(=O)/N=C(/Nc2cccnc2)c2ccccc2)c1	0.9
COc1ccccc1C(=O)NC(CCSC)C(=O)Nc1ccc(C)c(S(=O)(=O)N2CCOCC2)c1 (stereo not given)	-1.1
CC1CCCC(NC(=O)CN2CCN(S(=O)(=O)c3cccs3)CC2)C1C (stereo not given)	2.8
O=C(OCC(=O)N1CCCC1=O)c1ncc(Cl)c(Cl)c1Cl	1.8
Cc1ccc(C(=O)NCC(=O)NC2CCC(C)CC2)s1 (stereo not given)	0.4
CCOC(=O)c1ccc(NC(=O)C2CC(=O)N(c3ccc4c(c3)OCCO4)C2)cc1 (stereo not given)	1.0
C[C@H]1COC(=O)[C@H](Cc2ccc(F)cc2)C/C=C\C[C@@H](CC(=O)N(CCO)Cc2ccccc2)C(=O)N1	0.6
O=c1c2cc(F)ccc2sn1-c1ccccc1	17.9
COCCN(C(=O)CC1CCCCC1)c1c(N)n(CC(C)C)c(=O)[nH]c1=O	0.6
Cc1ccc(SCCC(=O)OCC(=O)Nc2ccc(C(N)=O)cc2)cc1	5.4
CC(C)C[C@H]1CN=C(Nc2ccccc2)N1CC1CCCCCC1	13.3
CCOC(=O)C1=C(COC(=O)CCOc2cccc(C)c2)NC(=O)NC1C (stereo not given)	-1.5
CCCN(C(=O)c1ccccc1Cc1ccccc1)C1CCS(=O)(=O)C1 (stereo not given)	-1.5
O=C(O)C1CCCCC1C(=O)Nc1cccc(Br)c1 (stereo not given)	0.4
CCOc1cc(C(=O)N(CC)CC(=O)Nc2ccc3c(c2)OCCO3)ccc1OC	0.5
CC1CCN(S(=O)(=O)c2ccc(C(=O)OC(C)C(=O)N(C)C3CCCCC3)cc2)CC1 (stereo not given)	-1.9
CCOC(=O)C1=C(COC(=O)/C=C/c2cccc(F)c2)NC(=O)NC1C (stereo not given)	2.2
Cc1ccccc1NC(=O)Cc1nc(COC(=O)Cc2c(F)cccc2Cl)cs1	-1.9
O=C(NCC(c1ccco1)N1CCc2ccccc2C1)c1ccccc1Br (stereo not given)	-1.0

A second format for part of the listing above.
Structure: CCOc1cc(C(=O)N(CC)CC(=O)Nc2ccc3c(c2)OCCO3)ccc1OC
  OXTR ag = 0.5
Structure: CC1CCN(S(=O)(=O)c2ccc(C(=O)OC(C)C(=O)N(C)C3CCCCC3)cc2)CC1 (stereo not given)
  OXTR ag = -1.9
Structure: CCOC(=O)C1=C(COC(=O)/C=C/c2cccc(F)c2)NC(=O)NC1C (stereo not given)
  OXTR ag = 2.2
Structure: Cc1ccccc1NC(=O)Cc1nc(COC(=O)Cc2c(F)cccc2Cl)cs1
  OXTR ag = -1.9

(list continues)
SMILES	OXTR ag
Cc1ccc(CONC(=O)c2cccc(C)c2)cc1	-0.1
O=C(NCCOc1ccccc1)c1ccc2c(c1)S(=O)(=O)c1cc(Cl)ccc1C2=O	0.2
Cc1ccc([C@H]2C(C(=O)O)=C[C@@H](CC3CCCC3)N2S(=O)(=O)c2ccc(C)cc2)cc1	-0.1
Cc1nc(C)c(C(=O)OC(C)C(=O)Nc2ccc(F)cc2)s1 (stereo not given)	0.0
Cc1ccc(NC(=O)c2oc3ccccc3c2COC(C)C)cc1S(=O)(=O)N1CCOCC1	1.5
CCCCN1C(=O)C(=O)N(CC(=O)Nc2cc(S(=O)(=O)N(C)C)ccc2C)C1=O	-0.4
CCN1CCN(c2ccc(S(=O)(=O)N3CCOCC3)cc2NC(=O)CCC(C)C)CC1	1.0
COc1ccc(CCNC(=O)c2cccc(S(=O)(=O)N3CCCC3)c2)cc1OC	1.5
CC(=O)Nc1ccc(C(=O)OCC(=O)N(c2ccccc2)C2CCCCC2)cc1	0.7
CCCCN(C(=O)CN1C(=O)C2CCCCC2C1=O)c1c(N)n(CCC)c(=O)[nH]c1=O (stereo not given)	-0.5
O=C(NCC(c1ccco1)N1CCCCC1)c1cc2c(s1)CCCC2 (stereo not given)	-1.4
Nc1ccc(Oc2ccccc2-c2ccccc2)cc1	10.1
C=CCN(C(=O)COC(=O)c1cc[n+]([O-])cc1)c1nc(-c2ccccc2)cs1	8.3
COc1cc(OC)cc(-c2c(C#Cc3ccsc3)c3cc(-c4ccc(OC)cc4F)ccc3n2C)c1	2.6
CC(C)(C)n1ncc2c(=O)n(Cc3cc(F)c(Cl)cc3Cl)cnc21	-1.5
C[C@H](CO)N1C[C@H](C)[C@@H](CN(C)Cc2ccc(-c3ccccc3)cc2)Oc2c(NS(=O)(=O)c3ccccc3)cccc2C1=O	1.6
O=[N+]([O-])c1ccc(N/N=C/c2cccs2)nc1	-3.5
CN(C(=O)CN1CCN(c2cnn(-c3ccccc3)c(=O)c2Cl)CC1)C1CCS(=O)(=O)C1 (stereo not given)	-0.3
CCN(CC(=O)NC(=O)NCc1ccccc1)CC(=O)Nc1cc(Cl)ccc1C	1.4
CCN(CC(=O)Nc1ccccc1C(F)(F)F)C(=O)/C=C/c1ccc(Cl)c([N+](=O)[O-])c1	-1.2
Brc1ccccc1-c1ccccc1	1.4
Cc1cccn2c(=O)nc(SCC(=O)NCc3ccco3)nc12	-0.5
CCOC(=O)C1CCN(C(=O)COC(=O)c2ccc(=O)n(Cc3ccccc3)n2)CC1	0.7
CCN(CC(=O)NCc1cccs1)S(=O)(=O)c1cccc(Br)c1	-0.7

Quoted from the results shown (three entries):
SMILES	OXTR ag
Cc1cccn2c(=O)nc(SCC(=O)NCc3ccco3)nc12	-0.5
CCOC(=O)C1CCN(C(=O)COC(=O)c2ccc(=O)n(Cc3ccccc3)n2)CC1	0.7
CCN(CC(=O)NCc1cccs1)S(=O)(=O)c1cccc(Br)c1	-0.7

(listing goes on)
SMILES	OXTR ag
COc1cc(/C=C/C(=O)OC(C)C(=O)Nc2ccc(Cl)cn2)ccc1OC(F)F (stereo not given)	2.1
O=C(COc1ccc(Cl)cc1)NNC(=O)c1ccc2c(=O)n3c(nc2c1)CCC3	-1.0
COc1ccccc1N(C)S(=O)(=O)c1ccc(C(=O)Nc2ccc(C(N)=O)cc2)cc1	1.1
COc1ccccc1NS(=O)(=O)c1cc(C(=O)NCc2ccncc2)ccc1C	0.2
Cc1cccc(NC(=O)CN2CCN(C(=O)C3CCN(C(=O)/C=C/c4ccccc4)CC3)CC2)c1C	2.1
COc1ccc(S(=O)(=O)N2CCOC23CCN(S(=O)(=O)c2ccc(Cl)cc2)CC3)cc1	0.4
COc1ccc(NC(=O)CN(C)C(=O)c2cccc(S(=O)(=O)Nc3ccc(F)cc3)c2)cc1	1.3
Cc1ccccc1OCCC(=O)Nc1ccccc1C(=O)NC1CC1	-2.2
O=C(OCCc1cc2ccccc2c(=O)o1)c1ccco1	1.1
Cc1cc(NC(=O)COC(=O)c2ccc(OC(F)(F)F)cc2)no1	-1.4
CC(C)N(Cc1nnc(-c2ccc(Cl)cc2)o1)C(=O)c1cc2ccccc2o1	-2.4
CC1CCC(NC(=O)CN2C(=O)NC3(CCCCCC3)C2=O)CC1 (stereo not given)	-1.7

Three structures already listed, sorted by molecular weight, ascending:
SMILES	OXTR ag
Cc1ccccc1OCCC(=O)Nc1ccccc1C(=O)NC1CC1	-2.2
O=C(COc1ccc(Cl)cc1)NNC(=O)c1ccc2c(=O)n3c(nc2c1)CCC3	-1.0
COc1ccccc1N(C)S(=O)(=O)c1ccc(C(=O)Nc2ccc(C(N)=O)cc2)cc1	1.1

(continued)
SMILES	OXTR ag
Cc1nc(NC(=O)COC(=O)C(C)NC(=O)c2ccccc2)c(Cl)cc1Cl (stereo not given)	-1.5
CC(C)[C@H](N)c1cn([C@@H](CC(N)=O)C(=O)N2CCNCC2)nn1	-0.1
CCn1c(SCC(=O)c2c(N)n(C3CC3)c(=O)[nH]c2=O)nnc1-c1ccoc1C	-0.2
COC(=O)c1c(-c2ccc(OC)cc2)sc2ccc(N3CCOCC3)cc12	0.9
CCc1ccc(NC(=O)C(C)Sc2ccc(S(=O)(=O)N3CCN(C)CC3)cn2)cc1 (stereo not given)	6.0
CC(=O)NCc1ccc(C(=O)CSc2nnc(C3CC3)n2C2CC2)cc1	-0.3
CCc1nc2ccc(C(=O)N(C)CC(=O)Nc3cccc(F)c3)cc2nc1CC	0.9
CCOc1ccccc1NC(=O)COC(=O)c1cc(C)oc1C	-1.5
O=C(CSc1nc(=O)n(CCCN2CCOCC2)c2c1CCC2)Nc1ccc(F)cc1	0.8
CSc1nc(N)nc2c1ncn2CC(=O)N[C@H](C)c1cccc2ccccc12	1.2
CCN(C[C@H]1N[C@@](Cc2ccccc2)(C(=O)OC)[C@H]2C(=O)N(Cc3ccccc3)C(=O)[C@@H]12)S(=O)(=O)c1ccc(C(C)(C)C)cc1	2.1
O=C(COC(=O)c1cc(S(=O)(=O)N2CCCCC2)ccc1N1CCOCC1)c1ccccc1	0.0
COC(=O)[C@]1(Cc2ccccc2)N[C@H](CN(C)C(=O)Nc2ccccc2)[C@@H]2C(=O)N(C)C(=O)[C@@H]21	-0.1
COc1ccc(C2=NN(C(=O)CSc3nc(=O)n4cccc(C)c4n3)C(c3ccc(C)cc3)C2)cc1 (stereo not given)	-1.8
O=C(NCc1ccc(Cl)cc1Cl)Nc1ccccc1	2.3
NS(=O)(=O)c1cccc(C(=O)OCC(=O)NC2CCCc3ccccc32)c1 (stereo not given)	1.4
CCn1ccc(=O)c2cc3c(cc21)OCO3	1.3
COCCN(C(=O)COC(=O)c1cc2ccccc2cc1OC)c1c(N)n(Cc2ccccc2)c(=O)[nH]c1=O	-0.8
Cc1ccc(NC(=O)CN2C(=O)NC3(CCCC3)C2=O)nc1	-0.2
Cc1ccccc1NC(=O)COC(=O)C1=COCCO1	1.4
CCOC(=O)Nc1cccnc1Sc1ccc(Cl)cc1	-1.5
CC1CN(C(=O)c2cc(S(=O)(=O)N3CCCCC3)ccc2Cl)CC(C)O1 (stereo not given)	-0.1
Cc1ccc(OCCC(=O)OCC(=O)N2c3ccccc3NC(=O)C2(C)C)cc1	3.7
CC[C@@]1(C(=O)OC)N[C@H](CN(C)C(=O)COc2ccccc2)[C@@H]2C(=O)N(C)C(=O)[C@@H]21	0.9

A different layout for some results above:
molecule,OXTR ag
CCOC(=O)Nc1cccnc1Sc1ccc(Cl)cc1,-1.5
CC1CN(C(=O)c2cc(S(=O)(=O)N3CCCCC3)ccc2Cl)CC(C)O1 (stereo not given),-0.1

Additional compounds.
SMILES	OXTR ag
COc1cccc2cc(C(=O)OCC(=O)N3CC(C)OC(C)C3)c(=O)oc12 (stereo not given)	1.1
CC(C)CC1NC(=O)c2ccccc2-n2c1nc1ccc(F)cc1c2=O (stereo not given)	0.3
N#Cc1ccc(CN2CCN(c3ccc(S(=O)(=O)N4CCCC4)cn3)CC2)cc1	0.6
COC(=O)c1c(C)[nH]c(C(=O)C(C)OC(=O)C2CC(=O)N(CCc3ccccc3)C2)c1C (stereo not given)	1.1
O=C(COc1ccccc1Cl)NNC(=O)c1ccc(-n2cncn2)c([N+](=O)[O-])c1	-0.5
COc1ccc(CCNC(=O)CSc2nc3scc(-c4ccccc4)c3c(=O)[nH]2)cc1	8.1
COc1cc(C#Cc2ccc3cc(C(C)(C)O)oc(=O)c3c2)cc(OC)c1	0.8
COc1ccc(NC(=O)CN(C)C(=O)c2ccc(-c3ccccc3Cl)o2)cc1	-2.1
COc1ccc(CCNC(=O)COc2ccc3c(c2)OCO3)cc1	-0.2
CC(C)CN(C(=O)c1cc([N+](=O)[O-])cc([N+](=O)[O-])c1)C1CCS(=O)(=O)C1 (stereo not given)	0.1
CCn1ncc(C(=O)Nc2ccc(F)cc2)c1C	-0.1
CCN(C[C@H]1N[C@@](CC)(C(=O)OC)[C@H]2C(=O)N(Cc3ccccc3)C(=O)[C@@H]12)C(=O)C1CCCCC1	-2.1
CC(=O)c1ccc(NC(=O)COC(=O)/C=C/c2cccs2)cc1	-0.1
CN(C(=O)c1ccc(NC(=O)Cc2ccc(NC(=O)C3CCN(C(=O)C4CCCC4)CC3)cc2)cc1)C1CC1	1.1
NC(=O)C1CCN(C(=O)C2CC(=O)N(Cc3ccccc3)C2)CC1 (stereo not given)	0.9
COc1ccc2sc(-c3ccccc3OC)c(-c3ccc(OC)c(F)c3)c2c1	1.0
COCCN(C(=O)COC(=O)CSc1ccccc1)c1c(N)n(Cc2ccccc2)c(=O)[nH]c1=O	1.7

Source: PubChem BioAssay (The Scripps Research Institute Molecular Screening Center)

This is a subset; rates above refer to the full screens.
